Assay outcomes as filed in PubChem.
TPT1 inhibitor: blocks Candida albicans tRNA 2'-phosphotransferase; inhibition, % at 5 µM; recombinant caTPT1, FP RNA substrate dephosphorylation; AID 1962; actives 0.81% (n = 300,000);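 active = inhibition above the mean of all tested compounds plus 3 SD, set per screening campaign, cut at about 24% in these data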;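 note: plate controls were DMSO alone for no effect and ferristatin control at 100 nM for full effect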
EBNA-1 inhibitor: blocks EBNA-1 binding to DNA; EBNA-1 DNA binding, fluorescence polarization; actives 0.34% (n = 300,000); inhibition, % at 14.8 µM; in the data active = inhibition above about 28%
core dimer inh: HCV core protein dimerization inhibition; TR-FRET GST/Flag-core106 dimerization, 1536-well; inhibition, % at 5 µM; actives 0.33% (n = 300,000); AID 1899;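 active = inhibition above the mean of all tested compounds plus 3 SD, set per screening campaign, cut at about 45% in these data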
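Material: GST/Flag-tagged HCV core106 proteins. Incubation: 4 h, 22.5 °C incubation. Read-out basis: inhibition (%) from 671 over 617 nm ratio. Measured by: TR-FRET, excitation 340 nm, emission 617 and 671 nm.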
CTSL1 counter: blocks F. hepatica cathepsin L1 in PFM18AAP counter-screen; recombinant F. hepatica cathepsin L1, Z-Leu-Arg-MCA fluorescence; actives 0.49% (n = 300,000); inhibition, % at 5.96 µM;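 active = inhibition above the mean of all tested compounds plus 3 SD, set per screening campaign, cut at about 17% in these data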;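 note: 0% = plate median of test compound wells and 100% = 1 µM Z-Phe-Ala-diazomethylketone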
ZTA counter: blocks Epstein-Barr virus ZTA, an EBNA-1 counter-screen; P03206; ZTA-DNA binding, fluorescence polarization; inhibition, % at 11 µM; actives 0.15% (n = 320,000); AID 2234; in the data active = inhibition above about 33%
GASC-1 inh: blocks human GASC-1 demethylase activity. actives 0.069% (n = 330,000). AID 2099. inhibition, % at 2.35 µM. GST-JMJD2C(1-420) H3K9me3 demethylation, DELFIA europium. Q9H3R0;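 active = more than half of a compound's replicate wells show inhibition beyond 50%, single wells judged on their own value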;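 note: signal counts dimethyl H3K9 product captured on neutravidin plate; 0% = median of DMSO wells and 100% = 0.3 times that DMSO median; strong numbers were not always called active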
Target sequence (Q9H3R0 1-420 limits assumed): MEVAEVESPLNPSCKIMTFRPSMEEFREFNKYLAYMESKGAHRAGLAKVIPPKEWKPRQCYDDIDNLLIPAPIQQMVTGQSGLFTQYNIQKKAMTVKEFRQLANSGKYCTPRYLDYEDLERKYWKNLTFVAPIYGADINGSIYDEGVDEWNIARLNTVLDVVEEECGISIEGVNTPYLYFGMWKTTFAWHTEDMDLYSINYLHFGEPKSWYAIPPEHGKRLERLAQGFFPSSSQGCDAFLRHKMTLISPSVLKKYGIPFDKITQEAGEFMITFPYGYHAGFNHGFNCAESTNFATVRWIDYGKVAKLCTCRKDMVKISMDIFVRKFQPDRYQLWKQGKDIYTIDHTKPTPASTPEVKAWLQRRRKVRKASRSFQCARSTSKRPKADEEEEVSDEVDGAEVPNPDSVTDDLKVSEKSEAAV
PP1 inh: PP1-alpha (human) inhibition in PP5 counter-screen; purified PP1alpha, OMFP fluorescence; actives 0.9% (n = 320,000); P62136; inhibition, % at 6.7 µM; AID 2235;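 active = inhibition above the mean inhibition of all tested compounds plus 3 SD, computed separately for each screening campaign, cut at about 15% in these data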
CR mimetic SO: yeast age-related superoxide inhibition as caloric restriction mimetic; S. cerevisiae aged cells, superoxide DHE fluorescence; hits give low values; superoxide response (% of plate mean), % at 10 µM; actives 0.18% (n = 330,000); AID 2690;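 active = superoxide response under a set limit, about three screen SD below normal, cut at about 65% in these data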;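 note: yeast aged for seven days with compound at 30 °C before DHE staining; 100% = average MFI of all compound-treated wells on the plate with controls excluded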
PP5 primary: inhibitors of human protein phosphatase 5 (PP5); P53041; purified PP5c, OMFP substrate fluorescence; actives 0.18% (n = 320,000); inhibition, % at 6.7 µM;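 active = inhibition above the campaign's mean inhibition across all tested compounds plus 3 SD, cut at about 9.5% in these data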;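 note: 0% = DMSO only and 100% = 100 µM cantharidin control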
Target sequence (P53041 whole entry, looked up): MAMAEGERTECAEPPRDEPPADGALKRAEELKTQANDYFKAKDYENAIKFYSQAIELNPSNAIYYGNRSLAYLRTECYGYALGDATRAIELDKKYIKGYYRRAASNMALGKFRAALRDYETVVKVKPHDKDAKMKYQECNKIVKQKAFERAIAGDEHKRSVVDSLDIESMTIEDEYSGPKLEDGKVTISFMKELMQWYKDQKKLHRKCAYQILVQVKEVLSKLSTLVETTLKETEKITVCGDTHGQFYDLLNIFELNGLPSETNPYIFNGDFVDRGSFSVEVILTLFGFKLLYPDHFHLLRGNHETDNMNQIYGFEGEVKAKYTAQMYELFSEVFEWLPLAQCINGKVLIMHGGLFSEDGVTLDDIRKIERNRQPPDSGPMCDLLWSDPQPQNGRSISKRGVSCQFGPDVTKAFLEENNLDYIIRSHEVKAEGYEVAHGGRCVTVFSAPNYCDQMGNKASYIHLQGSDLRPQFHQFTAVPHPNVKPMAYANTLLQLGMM
Active calls of the source: *; . = no result given; & = joins results of further samples. Compounds as they come (roughly 3.1% active in at least one column).

SMILES	TPT1 inhibitor	EBNA-1 inhibitor	core dimer inh	CTSL1 counter	ZTA counter	GASC-1 inh	PP1 inh	CR mimetic SO	PP5 primary
CC(C)[C@H](Nc1ccc(S(=O)(=O)N2CCOCC2)cc1[N+](=O)[O-])C(=O)OCC(=O)N(C(C)C)C(C)C	-3.7	2.0	-1.6	1.0	-13.2	-0.8	1.9	108.1	2.0
O=C(C[n+]1ccccc1)N/N=C/c1cc(Br)cc(Br)c1O	-0.1	-10.9	-6.0	-8.0	-15.2	1.3	-0.3	116.2	2.5
CCCCCCCN1CCN=C1N(C)C	-1.4	3.3	-1.7	0.8	-3.5	-2.1	2.0	98.2	1.8
CC(=O)NS(=O)(=O)c1ccc(NC(=O)/C=C/c2ccc(C)o2)cc1	-3.7	11.4	-8.2	1.3	15.6	-1.8	-1.6	122.9	-1.4
O=C(NCCCNC(=O)c1cncc(O)c1)c1cncc(O)c1	0.7	-15.1	-3.1	-2.9	-11.3	1.4	-3.3	107.0	1.8
CCOC(=O)c1nn(-c2ccc(C)cc2)c(=O)cc1OCC(=O)N1CCN(c2ccccc2)CC1	-2.2	-3.8	2.5	-2.2	-2.3	1.8	-0.2	103.9	0.3
COc1ccc(-c2cc(C(F)(F)F)nc(-n3ccnc3)n2)cc1	-1.4	1.9	-0.2	3.8	-1.3	-18.8	-3.4	106.9	1.0
COc1ccccc1-c1csc(-n2ncc(C#N)c2N)n1	6.8	3.0	30.4	-4.1	21.1	5.6	7.7	84.2	-2.6
COC(=O)c1cc(NC(=O)C2CC(=O)NC(=NCc3ccc(OC)cc3)S2)cc(C(=O)OC)c1 (configuration not stated)	2.8	-10.0	2.5	-0.8	-0.7	-1.0	-1.2	106.4	3.2
COc1ccc(CNC(=O)c2csnn2)cc1	0.1	2.9	-4.5	1.9	-13.5	-3.6	-1.1	71.9	-0.2
COc1ccccc1N(Cc1ccccc1)S(=O)(=O)c1cccc(C(=O)Nc2ccc(C)cn2)c1	1.4	-4.1	6.9	8.0	-2.0	2.2	1.9	93.6	2.6
COc1ccccc1NC(=O)C(=O)N1CCCC1	-0.7	6.6	1.5	0.5	9.5	-0.8	-5.6	106.9	-4.1
COc1cccc(C(=O)NCCS(=O)(=O)NCc2ccccn2)c1	3.8	2.7	-1.5	2.3	6.8	192.2	2.5	100.5	0.8
COc1ccccc1CCN=C(N)NS(=O)(=O)c1cccs1	0.6	2.5	-0.3	-2.4	-23.3	1.5	1.4	84.5	2.4
CCCCOc1ccc(/C=C2/Sc3ccccc3C2=O)cc1	12.2	-3.5	0.5	2.2	2.1	29.3	-6.2	95.8	-0.5
COC(=O)c1ccc(NC(=O)C2CCCN2S(=O)(=O)c2ccc(OC)cc2)cc1 (configuration not stated)	-1.0	-1.5	-4.5	-0.4	-1.9	2.8&3.1	-1.4	75.9	0.1
O=C(NCc1cccnc1)c1cccc(S(=O)(=O)Nc2cccc(Cl)c2)c1	.	.	.	.	7.4	1.3	-1.7	106.3	-1.0
O=C(N/C(=C/c1ccco1)C(=O)N1CCOCC1)c1ccccc1Br	-5.2	6.8	-15.2	4.2	7.2	16.3	-1.5	98.5	-0.2
COC1CCN(C(=O)CC2C(=O)NCCN2CC2CCCCC2)CC1 (configuration not stated)	-7.5	-4.8	-2.9	-2.6	13.1	3.9	-5.7	114.6	-0.3
O=C(Nc1cccc(C(=O)N2CCN(c3cccc(Cl)c3)CC2)c1)c1ccccc1	-5.8	-0.5	6.7	4.4	-9.6	7.4	4.0	104.2	7.9
CCN(CC)CCCN(C(=O)c1ccc(Br)cc1)c1nc(-c2ccc(OC)cc2)cs1	-0.9	4.6	1.9	-3.5	18.1	-8.1	4.8	103.9	3.5
Cc1oc(C(C)(C)C)cc1C(=O)N1CCN(c2ncccc2C(F)(F)F)CC1	-0.8	11.3	-1.3	0.7	-7.9	38.4	0.3	107.0	1.9
CC(OC(=O)C1CCN(S(=O)(=O)c2ccc(Cl)cc2)CC1)C(=O)N1CCc2ccccc21 (configuration not stated)	-7.1	-8.8	14.9	9.2	-33.3	-8.3	5.2	104.8	2.6
CCCn1c(N)c(N(CCOC)C(=O)c2cc(S(=O)(=O)N3CCCCCC3)ccc2OC)c(=O)[nH]c1=O	0.5	-2.2	-2.7	-1.1	5.7	-3.4	-1.6	88.1	3.2
COc1ccc(-c2nc(CCNS(=O)(=O)c3ccc4c(c3)OCCO4)cs2)cc1	-3.0	4.0	6.3	-3.7	-3.4	5.4	3.2	91.2	0.9

Continued:
SMILES	TPT1 inhibitor	EBNA-1 inhibitor	core dimer inh	CTSL1 counter	ZTA counter	GASC-1 inh	PP1 inh	CR mimetic SO	PP5 primary
CCN1CCCC1CN(Cc1cc2cc(OC)ccc2[nH]c1=O)C(=O)NCc1ccccc1 (configuration not stated)	1.4	2.6	0.5	-0.8	-7.5	14.9	3.4	99.3	2.1
NNC(=O)c1cccn(Cc2ccc(Cl)cc2Cl)c1=O	-0.4	-1.8	7.0	2.5	11.4	-19.1	-3.0	103.9	-1.4
Cc1ccc(S(=O)(=O)Nc2ccc(C(=O)OCC(=O)N(CCC#N)c3ccccc3)cc2)cc1C	0.1	-4.7	14.5	2.3	11.1	7.1	0.6	89.1	2.8
Cc1nc(SCC(=O)Nc2cc(C(N)=O)cc(C(N)=O)c2)c2c(C)c(C)sc2n1	2.8	-9.2	23.6	2.7	-7.9	1.1	-2.0	96.0	-1.7
O=C(CSc1nc2ccc(Nc3nc(N4CCOCC4)nc(N4CCOCC4)n3)cc2s1)NCc1ccco1	2.4	-3.9	8.0	3.3	-6.6	-0.6	1.6	94.9	3.1
Cc1cccc(Oc2ncnc(N)c2[N+](=O)[O-])c1C	-1.4	2.6	4.2	-3.2	9.2	4.4	0.4	101.8	0.7
COC(=O)c1sccc1NC(=O)c1ccc(C(C)C)cc1	-4.7	-0.1	0.6	2.4	-14.6	-13.9	1.6	93.4	0.2
Cc1cccc(C(=O)NCC(=O)OCC(=O)c2cc(C)n(CC3CCCO3)c2C)c1 (configuration not stated)	0.7	6.9	1.7	-5.8	9.8	-0.5	-5.4	98.3	-1.0
O=C(CCS(=O)(=O)c1ccc(Br)s1)NCc1cccs1	1.1	0.0	-3.9	7.1	-4.2	5.4	-11.0	100.1	2.0
CCOc1ccc(NC(=O)NNC(=O)c2cccnc2)cc1	-7.4	6.6	-17.0	2.6	9.2	10.6	-4.3	94.5	1.4
O=C(NC1CC1)c1ccc(S(=O)(=O)NC2CCCCCC2)cc1	-2.8	-10.4	-1.8	4.3	-6.7	-11.2	-4.4	94.9	2.7
O=C(COc1ccc([N+](=O)[O-])cc1)NCc1cccnc1	-0.7	1.9	3.7	1.1	4.5	11.2	-4.1	95.0	1.3
COc1cc(/C=C/C(=O)NC(C)C2CC3CCC2C3)cc(OC)c1OC (configuration not stated)	-1.5	15.8	1.8	-3.6	7.4	-11.7	1.7	84.4	-0.3
N#Cc1ccccc1OCC(=O)N1N=C(c2cccs2)CC1c1ccco1 (configuration not stated)	.	.	.	.	-10.6	-6.4	2.9	112.9	2.8
O=C(CN(C1CCCCC1)S(=O)(=O)c1ccc(F)cc1)NCc1ccncc1	-1.8	-2.0	-5.5	3.4	-28.9	-10.1	-2.0	102.0	1.9
CN(Cc1ccccc1)c1ccc(N2C(=O)CCC2=O)cc1[N+](=O)[O-]	-0.1	-0.4	3.4	9.7	-1.9	9.0	2.5	101.7	0.5
CCN1CCN(CCNC(=O)c2cn(Cc3ccccc3F)nn2)CC1	1.2	-4.1	7.7	1.4	11.4	22.4	-1.5	119.2	3.2
Nc1nncn1C(=O)c1c(Cl)cccc1Cl	-3.5	5.0	-1.6	0.5	8.2	5.2	-0.9	95.7	-0.2
COc1ccc(-c2ccc(-c3noc(C4CCCCC4)n3)c(OC)n2)cc1	-0.8	9.9	4.2	-1.2	7.8	-0.7	0.2	90.3	0.2
O=C(N/N=C/c1cc2c(cc1Br)OCO2)c1ccccn1	-0.5	-2.3	-0.3	5.2	-9.5	2.8	-3.8	101.8	2.0
Fc1ccc(Br)cc1C1C=C(c2ccc(Br)s2)Nc2ncnn21 (configuration not stated)	-10.9	-15.5	-2.2	-0.7	-1.3	-6.3	7.2	122.7	3.6
CCCCCCC(=O)Nc1ccc(S(=O)(=O)Nc2onc(C)c2C)cc1	-0.3	-9.1	-2.8	3.3	7.1	5.3	-3.9	97.1	0.2
COc1ccc2c(C)cc(SC3CCOC3=O)nc2c1 (configuration not stated)	1.5	6.9	4.1	-2.2	8.0	4.7	-3.8	98.0	1.6
O=C(CCCn1c(=O)[nH]c2ccccc2c1=O)N1CCN(c2ccccn2)CC1	-0.4	-4.2	-21.9	-1.4	5.2	8.5	0.1	91.7	1.9
CCOc1c(C)cnc2c1c(=O)n(Cc1ccc(Cl)cc1)c(=O)n2C	-3.1	-6.1	-8.6	-1.5	-9.9	4.6	0.9	103.4	4.2

Other entries follow.
SMILES	TPT1 inhibitor	EBNA-1 inhibitor	core dimer inh	CTSL1 counter	ZTA counter	GASC-1 inh	PP1 inh	CR mimetic SO	PP5 primary
C=CCn1c(SCc2c(C)noc2C)nc2sc3c(c2c1=O)CCCCC3	1.8	-4.2	3.3	0.1	-5.6	1.7	6.9	93.9	3.1
Cc1nc2ccc([N+](=O)[O-])cc2c(=O)n1Cc1ccc(F)cc1	-1.8	3.0	2.9	-0.6	2.6	-3.3	0.7	100.7	2.4
Cn1cccc1Cc1nnc(SCC(=O)Nc2cccc(F)c2)n1-c1ccc(F)cc1	-2.8	1.0	3.0	-2.3	-7.0	-3.2	-2.7	99.7	3.5
O=C(CC1SC(N2CCCCC2)=NC1=O)Nc1ccc(C(=O)Nc2ccccc2)cc1 (configuration not stated)	-0.6	10.7	-0.8	5.9	8.6	-2.8	-1.3	80.4	0.8
CC(C)(C)NC(=O)C1c2ccccc2Oc2ccccc21	-0.6	3.6	-8.5	-4.2	-18.0	4.7	-3.6	110.9	0.2
COCn1c(-c2ccccc2)nc2ccccc21	-1.6	10.8	0.9	-1.4	8.0	-5.1	0.2	97.1	2.2
CCN1C(=O)c2cccc3c(S(=O)(=O)NCCc4c[nH]c5ccccc45)ccc1c23	1.3	-7.9	-4.7	-1.1	-10.6	5.1	2.6	119.8	0.9
CCN(CC)c1ccc(/C=N/NC(=O)Nc2ccccc2)cc1	-0.4	-2.5	-5.9	1.4	10.9	-0.1	1.5	95.3	0.4
CCC(C)(C)NC(=O)CN(Cc1ccccc1Cl)C(=O)CCC(=O)Nc1cc(C)ccn1	-0.5	2.8	-1.1	1.6	-5.7	-1.6	1.4	93.0	-2.1
COC(=O)c1cc2c(=O)n3ccccc3nc2n(Cc2cccnc2)c1=N	0.7	-11.0	3.9	-1.2	-14.0	-5.8	-1.7	98.6	3.0
COc1ccc(/C=C/C(=O)Nc2ccc(-c3nnc4n3CCCCC4)cc2)c(OC)c1	0.2	-17.0	-0.1	2.1	-2.0	-1.2	3.0	115.7	3.2
Cc1c(C(=O)OCC(=O)NC2CCCCC2)oc2ccccc12	.	.	.	.	2.5	-4.8	0.8	98.0	0.7
O=C(O)c1ccc2c(=O)n3c(nc2c1)/C(=C/c1ccccc1C(F)(F)F)CCCC3	-6.9	-4.0	-4.0	3.9	-11.4	8.1	6.6	90.5	1.6
